TDP-43 yeast inh: rescues yeast growth from TDP-43 toxicity; TDP-43 expressing yeast growth rescue, BacTiter-Glo, 24 h; Potency, µM (titrated, usually from 46.1 µM), without a hit: at the highest dose growth rescue (activation), most hits filed as activators; actives 1.8% (n = 410,000); AID 652104; further: potency means the concentration at half of the fitted maximal effect; % of control where 0% means no effect; nearly all actives have a fitted effect of over 50% in size
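Cell-based yeast growth screen: TDP-43 expression induced in galactose, inoculum OD600=0.02 after raffinose pregrowth to mid-log. Read-out BacTiter-Glo luminescence at 24 hr, 30 deg C; inhibition of toxicity seen as signal increase.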
GLP1R inv ag: inverse agonists of human GLP-1 receptor | HEK293 GLP-1R CRE-luciferase, luminescence, 24 h; GLP-1R form is constitutively active | Potency, µM (titrated, usually from 38.3 µM), without a hit: at the highest dose activity change, negative = inhibition, usual class: inhibitors | actives 1.6% (n = 410,000); further: potency means the concentration at half of the fitted maximal effect; on the % scale 0 is the no-effect control and ±100 the full control effect; nearly all actives have a fitted effect of over 55% in size
Target sequence (P43220 whole entry, looked up): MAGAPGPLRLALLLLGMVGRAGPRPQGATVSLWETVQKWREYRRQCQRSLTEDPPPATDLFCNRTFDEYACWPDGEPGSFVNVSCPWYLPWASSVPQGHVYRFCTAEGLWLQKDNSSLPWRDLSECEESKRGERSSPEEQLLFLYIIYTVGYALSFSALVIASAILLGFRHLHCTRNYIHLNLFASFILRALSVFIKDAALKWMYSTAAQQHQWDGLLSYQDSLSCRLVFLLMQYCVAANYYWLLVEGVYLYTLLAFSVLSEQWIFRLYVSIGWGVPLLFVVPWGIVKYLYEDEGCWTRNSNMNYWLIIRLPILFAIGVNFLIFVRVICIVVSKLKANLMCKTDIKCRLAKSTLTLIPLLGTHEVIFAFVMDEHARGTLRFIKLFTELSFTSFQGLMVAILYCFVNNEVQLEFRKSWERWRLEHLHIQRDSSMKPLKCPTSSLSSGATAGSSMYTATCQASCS
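Stable HEK293 clone (constitutively active GLP-1R + cAMP-response luciferase); 200 cells/uL plated, 12 h pre-culture, compound 24 hr, 37 deg C/5% CO2; detection reagent 12 min RT; luminescence.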
PTHR1 ag: PTHR1 (human) receptor agonism; Q03431; HEK293 GP2 PTHR1 cells, GloSensor cAMP luminescence, 1 h; Potency, µM (doses to about 115 µM), for inactives: at the highest dose activation, usual class: activators; actives 0.075% (n = 410,000); AID 743266; further: potency means the concentration at half of the fitted maximal effect; nearly all actives have a fitted effect of over 55% in size; some results filed as inactive show a strong effect at the top dose; inactives centre near -15; many of its hits are not listed in these tables
Target sequence (Q03431 whole entry, looked up): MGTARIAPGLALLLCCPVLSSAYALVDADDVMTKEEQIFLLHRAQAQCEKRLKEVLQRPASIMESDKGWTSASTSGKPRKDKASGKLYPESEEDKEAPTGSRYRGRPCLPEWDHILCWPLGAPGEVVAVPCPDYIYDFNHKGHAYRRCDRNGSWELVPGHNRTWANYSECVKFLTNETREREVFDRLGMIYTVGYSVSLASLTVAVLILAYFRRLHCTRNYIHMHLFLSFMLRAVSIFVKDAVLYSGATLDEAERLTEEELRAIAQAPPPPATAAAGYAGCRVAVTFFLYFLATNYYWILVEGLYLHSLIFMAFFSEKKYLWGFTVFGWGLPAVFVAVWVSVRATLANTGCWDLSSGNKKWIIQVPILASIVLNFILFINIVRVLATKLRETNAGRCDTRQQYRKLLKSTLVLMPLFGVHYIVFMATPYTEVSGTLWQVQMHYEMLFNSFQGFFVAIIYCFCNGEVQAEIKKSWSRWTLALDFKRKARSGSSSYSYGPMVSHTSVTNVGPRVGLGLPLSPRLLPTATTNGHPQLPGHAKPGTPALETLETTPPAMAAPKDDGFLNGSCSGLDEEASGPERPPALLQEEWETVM
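HEK-293-derived GP2 cells expressing PTHR1 and a GloSensor cAMP reporter, 3,000/well, plated overnight, given luciferin plus IBMX (each 0.5 mM as added) for 1 h at 37 °C, then compound for 1 h at 37 °C. Luminescence was read after 15 min at room temperature.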
GLP1R cytotox: cytotoxicity in counter-screen for GLP-1R inverse agonists; Potency, µM (series often up to 38.3 µM), for the others: at the highest dose activity change, negative = inhibition, most hits filed as inhibitors; actives 0.13% (n = 410,000); HEK293 cAMP-luciferase reporter cells, luminescence, 24 h;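 further: loss of luciferase light is scored as toxicity; potency means the concentration at half of the fitted maximal effect; on the % scale 0 is the no-effect control and ±100 the full control effect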
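Here, cytotoxicity is scored as loss of luminescence. The MLSMR collection was tested on cells seeded in medium containing 10% Nu serum, with a 24 hr compound exposure preceded by 12 hours of culture.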
aSyn rescue: rescues yeast growth from alpha-synuclein toxicity | Potency, µM (titrated, usually from 46.1 µM), inactives show at the top dose growth rescue (activation), usual class: activators | actives 0.14% (n = 370,000) | Yeast expressing alpha-synuclein, growth rescue, BacTiter-Glo, 24 h | AID 652106; further: potency means the concentration at half of the fitted maximal effect; % of control where 0% means no effect; nearly all actives have a fitted effect of over 65% in size
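Rescue of yeast growth: cells expressing toxic alpha-synuclein, induced in galactose at OD600 0.02, incubated with compound 24 h at 30 C. ATP luminescence quantified growth; inhibitors of toxicity appear as activators.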
Akt phos inh: blocks phosphorylation of Akt; Neuro2A IGF-stimulated pAkt S473 HTRF, 20 min; active compounds read low; actives 0.32% (n = 360,000); activity change, % for hits at 50 µM; AID 651550; in the data active means activity change below about -80%; inconclusive means mostly about -51% to -80%; further: on the % scale 0 is the no-effect control and ±100 the full control effect
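Neuro2A cells (4,500/well, DMEM with 0.5% FBS) were treated with compound at a single 50 µM final concentration, stimulated with 6 nM IGF for 20 min at 37 °C, and lysed. Phospho-Akt Ser473 was read by HTRF as 665/615 ratio ×10^4.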
FUS yeast rescue: suppressors of FUS proteinopathy in yeast; S. cerevisiae FUS-expressing, growth rescue, OD600, 24 h; Potency, µM (doses to about 76.6 µM), for inactives: at the top dose growth rescue (activation), hits mostly activators; actives 0.24% (n = 390,000); AID 1347120;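 further: potency means the concentration at half of the fitted maximal effect; plate controls were DMSO vehicle for no effect and reference control for full effect; nearly all actives have a fitted effect of over 55% in size; some results filed as inactive show a strong effect at the top dose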
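Yeast FUS proteinopathy model; galactose-induced FUS (2%), starting OD 0.005. Cpds in dilution series, 24hr, 30C, 99% humidity. Abs 600 nm growth. Pos ctrl CP55940 (top 92uM final); neg ctrl DMSO.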
Abeta yeast res: compounds reversing amyloid beta toxicity in yeast | yeast expressing A-beta42, growth rescue, OD600, 48 h; response scale: 0% DMSO, 100% iron-clioquinol control | Potency, µM (series often up to 46.1 µM), without a hit: at the highest dose growth rescue, actives largely listed as activators | actives 0.063% (n = 410,000) | AID 1347071; further: potency means the concentration at half of the fitted maximal effect; nearly all actives have a fitted effect of over 55% in size
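Yeast A-beta toxicity model in growth medium with pinned compounds, 48 h at 30 C; growth read as absorbance at 600 nm. Normalized to FeCl3/clioquinol equimolar mix (positive) and DMSO (negative).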
MmCpn inh: M. maripaludis TRiC chaperonin inhibition; actives 0.031% (n = 330,000); purified Mm-Cpn ATPase, ADP Transcreener TR-FRET; AID 504842; Potency, µM (titrated, usually from 76.9 µM), for inactives: top-dose activity, negative = inhibition, hits mostly inhibitors; further: potency means the concentration at half of the fitted maximal effect; on the % scale 0 is the no-effect control and ±100 the full control effect; nearly all actives have a fitted effect of over 80% in size
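ATPase turnover read by TR-FRET ADP competition (Eu cryptate antibody/ADP-d2, 665/590 nm): 10uM ATP final, 25nM Mm-CPN final, 30 min 37degC after 10-min compound preincubation, pH 7.4 Tris/KCl/MgCl2/DTT buffer.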
Active calls of the source: *; i = inactive; ? = inconclusive; nt = no result given; [ ] = remark or other dose. Unless noted, the call rests on the fitted dose curve; in most records, active means well fitted curve in the direction sought with a large enough effect; inconclusive means small, poorly fitted or top-dose-only effect, or another doubt; inactive means no such curve, though single readings can be large; an effect the other way counts as inactive or inconclusive.

SMILES	TDP-43 yeast inh	GLP1R inv ag	PTHR1 ag	GLP1R cytotox	aSyn rescue	Akt phos inh	FUS yeast rescue	Abeta yeast res	MmCpn inh
O=S(=O)(Nc1nc2ccccc2s1)c1cnc(Cl)c(Br)c1	-20%	15%	-42%[inhibitor]	-14%	0%	i	7%	-8%	1%
COc1ccc(-c2csc3ncnc(Nc4cc(OC)cc(OC)c4)c23)cc1	10%	10%	i	-4%	nt	nt	-1%	-13%	nt
COc1ccc(N2CCN(Cc3oc(CO)cc(=O)c3O)CC2)cc1	0%	0%	-23%[57.5 µM]	-1%	-3%	i	15%	-13%	2%
Cn1ncc(C#N)c1NC(=O)C1CC(c2ccccc2Cl)=NO1 (stereo unspecified)	-19%	0%	i	-7%	0%	i	22%	3%	2%
COc1ccc(N(CC(=O)NCCSCc2ccc(Cl)cc2)S(C)(=O)=O)cc1Cl	22%	?	-31%[inhibitor]	4%	0%	i	?	5%	2%
Cc1ccc(CN2CCC[C@]3(N[C@H](c4ccccc4)[C@@H]4C(=O)N(C)C(=O)[C@@H]43)C2=O)cc1	15%	10%	-1%	2%	1%	i	11%	2%	nt
Cc1cccc(C)c1OCc1nnc(SCC(=O)Nc2nccs2)n1-c1ccccc1	0%	0%	-14%[57.5 µM]	1%	-1%	i	-2%	6%	nt
O=C(CCN1C(=O)COc2ccccc21)NCCN1CCN(c2cccc(Cl)c2)CC1	-16%	?	-8%[57.5 µM]	-8%	3%	i	1%	9%	1%
CCOc1ccc(Br)cc1C(=O)N/N=C/c1c[nH]c2ccccc12	28%	-28%	-12%	-24%	-2%	i	-14%	2%	-4%
CCC(=O)N1CCN(c2ccccc2NC(=O)c2cccs2)CC1	16%	36%[activator]	-6%	1%	-2%	i	22%	22%	-1%
COc1ccc(NS(=O)(=O)c2cccc3nonc23)c(OC)c1	0%	1%	i	-5%	21%	i	nt	5%	2%
Cc1ccccc1NC(=O)c1c(C)oc2ccc(O)c(CN3CCC(C)CC3)c12	11%	?	i	-14%	nt	nt	19%	-6%	nt
COc1cc(S(=O)(=O)NCCCn2ccnc2)ccc1Cl	16%	11%	-90%	-29%	2%	i	-17%	-13%	1%
O=C(CCS(=O)(=O)Cc1ccccc1)NC1CCCCC1	-20%	0%	-7%[57.5 µM]	-15%	-9%	i	9%	1%	-13%
CCCN(CCC)CCCNC(=O)Cn1ncc2c3ccccc3n(Cc3ccc(F)cc3)c2c1=O	0%[9.22 µM]	26%	i	0%	nt	nt	-14%	-6%	nt
Fc1ccccc1-c1nc(NCCCN2CCOCC2)c2ccccc2n1	-11%	?	i	-26%	1%	i	2%	-10%	1%
O=C(CSc1nc2c([nH]c3ccccc32)c(=O)n1-c1ccccc1F)Nc1ccccc1C(F)(F)F	21%	?	-42%[inhibitor]	-8%	nt	nt	24%	-10%	nt
COCCn1c(C)nc2oc3ccc(Br)cc3c(=O)c2c1=O	-7%	9%	-1%	-8%	1%	i	?	-8%	-3%
CC1(C)Cc2cccc(OCC(=O)Nc3cccnc3)c2O1	29%	-22%	-24%	3%	6%	i	-2%	12%	-6%
CCOC(=O)Cn1nnnc1CN(Cc1ccc(OC)cc1)Cc1cc2cc(C)ccc2[nH]c1=O	-4%	57%[activator]	-19%	4%	3%	i	-9%	16%	0%
O=C(O)c1ccccc1C(=O)Nc1cccc([N+](=O)[O-])c1	24%	-1%	i	-3%	6%	i	-28%	-1%	-1%
CCSc1ccc2nnc(-c3ccc(F)cc3)n2n1	?	52%[activator]	-7%	-17%	9%	i	-6%	12%	-2%
CC(=O)Nc1ccc(NC(=O)C(C)OC(=O)C2(c3ccc(F)cc3)CCCC2)cc1 (stereo unspecified)	?	?	-28%	-10%	0%	i	33%	11%	-2%
Cc1ccc(-c2nnn(CCC(=O)N3CCCCC3C)n2)cc1 (stereo unspecified)	-25%	0%	?	-1%	11%	i	7%	-9%	3%
CN(C)S(=O)(=O)c1ccc(Cl)c(C(=O)Nc2nc3ccccc3[nH]2)c1	-14%	2%	i	-4%	0%	i	15%	3%	-5%
Additional results follow:
SMILES	TDP-43 yeast inh	GLP1R inv ag	PTHR1 ag	GLP1R cytotox	aSyn rescue	Akt phos inh	FUS yeast rescue	Abeta yeast res	MmCpn inh
CCOC(=O)C1=C(C)N=c2s/c(=C\c3ccc(OCC(=O)O)c(OC)c3)c(=O)n2C1c1ccc(OC)cc1 (stereo unspecified)	8%	0%	-7%	6%	1%	i	35µM*	5%	-6%
Cc1ccccc1Cn1c(=O)n(Cc2ccco2)c(=O)c2sc3ccccc3c21	13%	12%	-19%	-1%	nt	nt	-13%	-10%	nt
Cc1ccc(NC(=O)CNC(=O)OCc2ccccc2)cc1C	9%[9.22 µM]	?	-3%	0%	9%	i	9%	12%	5%
Cc1nn(C)c(C)c1NS(=O)(=O)c1ccc(N2CCCC2=O)cc1	-28%	-32%	-23%	-24%	4%	i	29%	3%	1%
COc1ccc(CCNC(=O)c2coc3ccccc3c2=O)cc1	12%	-10%	-11%	0%	3%	i	18%	-5%	4%
C=CC[n+]1c(C)csc1Nc1cccc(Br)c1	nt	?	-33%[inhibitor]	-5%	1%	i	12%	-12%	-8%
CSc1nc2c(c(C(F)(F)F)n1)CC(C)CC2 (stereo unspecified)	-16%	1%	i	-4%	-1%	i	?	0%	3%
COc1ccc(NC(C)=O)cc1NC(=O)c1cccc(S(=O)(=O)N2CCc3ccccc32)c1	9%	0%	-14%	0%	8%	i	?	-1%	1%
CCNC(=O)c1cnn(-c2ccccc2)c1-c1ccccc1	12%	-21%	i	6%	3%	i	-18%	-12%	1%
CCO[C@H]1OC(C(=O)N2CCN(C)CC2)=C[C@@H](C)[C@@H]1CCCO	1%	0%	-22%	-10%	-2%	i	-18%	5%	nt
Cn1nnnc1SCc1csc(C2C(C#N)=C(N)OC3=C2C(=O)CCC3)c1 (stereo unspecified)	nt	-3%	6%	-6%	3%	i	20%	6%	0%
CCN1CCCC1CNCc1cccc(OC)c1OCc1ccccc1F (stereo unspecified)	-6%	0%	i	0%	3%	i	2%	4%	0%
C=CC[C@@H](CC(=O)N(CCO)Cc1ccccc1)C(=O)N[C@@H](C)COC(=O)[C@@H](CC=C)Cc1ccc(F)cc1	12%	?	-43%	-13%	2%	i	44%	5%	1%
O=C(Nc1ccc(Cc2ccncc2)cc1)C1CC1	-12%	-3%	i	12%	0%	i	-9%	-6%	1%
CCN1CCN(C(c2cccs2)C(C)NC(=S)Nc2cc(C)ccc2C)CC1 (stereo unspecified)	-18%	?	i	-16%	-5%	i	-7%	6%	-1%
O=C(c1ccc(Br)o1)N1CCN(C23CC4CC(CC(C4)C2)C3)CC1	-16%	?	i	-3%	-8%	i	28%	-8%	nt
Cc1[nH]c(=S)[nH]c(=O)c1CCCO	-10%	10%	i	-9%	1%	i	0%	16%	4%
O=C(NCc1ccco1)c1cnn2cccnc12	15%	8%	-9%	0%	-1%	i	-37%	-3%	-2%
O=C(NNS(=O)(=O)c1ccc(Cl)cc1)C1CCN(Cc2ccccc2)CC1	12%	-15%	-3%[57.5 µM]	-7%	0%	i	-1%	12%	1%
COc1ccc(CN2CCNC(=O)C2CC(=O)NCCCn2cccn2)cc1C (stereo unspecified)	20%	18%	i	6%	3%	i	nt	2%	-1%
CC(C)(C)N(Cc1cc2ccccc2[nH]c1=O)C(=O)c1cccnc1	-1%	-5%	-12%[57.5 µM]	9%	-4%	i	28%	12%	-15%
Cc1ccc2nc(SCC(=O)O)nc(C)c2c1	-5%	20%	i	14%	0%	i	-5%	-16%	-2%
CCOC(=O)Cn1cc(Cl)c(=O)c(Cl)c1	-7%	0%	i	21%	-6%	i	-19%	3%	-19%

Copied from the listing, 6 compounds:
SMILES	TDP-43 yeast inh	GLP1R inv ag	PTHR1 ag	GLP1R cytotox	aSyn rescue	Akt phos inh	FUS yeast rescue	Abeta yeast res	MmCpn inh
O=S(=O)(Nc1nc2ccccc2s1)c1cnc(Cl)c(Br)c1	-20%	15%	-42%[inhibitor]	-14%	0%	i	7%	-8%	1%
COc1ccc(-c2csc3ncnc(Nc4cc(OC)cc(OC)c4)c23)cc1	10%	10%	i	-4%	nt	nt	-1%	-13%	nt
COc1ccc(N2CCN(Cc3oc(CO)cc(=O)c3O)CC2)cc1	0%	0%	-23%[57.5 µM]	-1%	-3%	i	15%	-13%	2%
Cn1ncc(C#N)c1NC(=O)C1CC(c2ccccc2Cl)=NO1 (stereo unspecified)	-19%	0%	i	-7%	0%	i	22%	3%	2%
COc1ccc(N(CC(=O)NCCSCc2ccc(Cl)cc2)S(C)(=O)=O)cc1Cl	22%	?	-31%[inhibitor]	4%	0%	i	?	5%	2%
Cc1ccc(CN2CCC[C@]3(N[C@H](c4ccccc4)[C@@H]4C(=O)N(C)C(=O)[C@@H]43)C2=O)cc1	15%	10%	-1%	2%	1%	i	11%	2%	nt

Not all compounds are listed, so the mix of outcomes need not match the whole.
